Screening data (PubChem BioAssay)
TDP-43 yeast inh: rescues yeast growth from TDP-43 toxicity; TDP-43 expressing yeast growth rescue, BacTiter-Glo, 24 h; Potency, µM (series often up to 46.1 µM), without a hit: at the top dose growth rescue (activation), actives largely listed as activators; actives 1.8% (n = 410,000); AID 652104; also: potency is read from the fitted curve at half-maximal effect; % of control where 0% means no effect; nearly all actives have a fitted effect of over 50% in size
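In this qHTS, compounds that restore growth of yeast expressing TDP-43 appear as activators. Cells (OD600=0.02, galactose medium, raffinose-pregrown) are incubated with compound 24 hr at 30 deg C and growth is quantified by BacTiter-Glo.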
FUS suppressor: FUS proteinopathy suppression in yeast; AID 1347120; Potency, µM (doses to about 76.6 µM), for the others: at the top dose growth rescue (activation), usual class: activators; S. cerevisiae FUS-expressing, growth rescue, OD600, 24 h; actives 0.24% (n = 390,000);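 also: potency is read from the fitted curve at half-maximal effect; plate controls were DMSO vehicle for no effect and reference control for full effect; nearly all actives have a fitted effect of over 55% in size; some results filed as inactive show a strong effect at the top dose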
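Cultures pregrown in 2.5% raffinose medium are shifted to minimal medium containing 2% galactose to express toxic FUS. Compounds are tested at several concentrations. After 24hr at 30C, growth is quantified at 600 nm absorbance.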
aSyn yeast inh: rescues yeast growth from alpha-synuclein toxicity; Yeast expressing alpha-synuclein, growth rescue, BacTiter-Glo, 24 h; Potency, µM (highest dose often 46.1 µM), for inactives: at the top dose growth rescue (activation), usual class: activators; actives 0.14% (n = 370,000); also: potency is read from the fitted curve at half-maximal effect; % of control where 0% means no effect; nearly all actives have a fitted effect of over 65% in size
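Screening used galactose-induced yeast with toxic alpha-synuclein levels, exposed to compound for 24 hr at 30 deg C. Cell growth, read with BacTiter-Glo luminescence, gave the measured signal.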
Abeta rescue: compounds reversing amyloid beta toxicity in yeast. AID 1347071. actives 0.063% (n = 410,000). yeast expressing A-beta42, growth rescue, OD600, 48 h; response scale: 0% DMSO, 100% iron-clioquinol control. Potency, µM (top dose mostly 46.1 µM), for the others: at the top dose growth rescue, actives largely listed as activators; also: potency is read from the fitted curve at half-maximal effect; nearly all actives have a fitted effect of over 55% in size
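Growth rescue measured by 600 nm absorbance after 48 h yeast culture at 30 C with compound. Values normalized between DMSO and an equimolar ferric chloride plus clioquinol control.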
GLP1R cytotox: cytotoxicity in counter-screen for GLP-1R inverse agonists. HEK293 cAMP-luciferase reporter cells, luminescence, 24 h. Potency, µM (top dose mostly 38.3 µM), inactives show top-dose activity change, negative = inhibition, actives largely listed as inhibitors. actives 0.13% (n = 410,000). AID 624418;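 also: loss of luciferase light is scored as toxicity; potency is read from the fitted curve at half-maximal effect; % is scaled to controls: 0 for no effect and ±100 for the full control effect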
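Luminescence readout: signal drop marks cytotoxicity. Plated cells grew 12 h at 37 °C, 5% CO2, received 23 nL compound for 24 h, then got luciferase reagent, read after 12 min at RT.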
Mm-Cpn inhibitor: M. maripaludis TRiC chaperonin inhibition. purified Mm-Cpn ATPase, ADP Transcreener TR-FRET. actives 0.031% (n = 330,000). Potency, µM (top dose mostly 76.9 µM), without a hit: at the top dose activity, negative = inhibition, most hits filed as inhibitors; also: potency is read from the fitted curve at half-maximal effect; % is scaled to controls: 0 for no effect and ±100 for the full control effect; nearly all actives have a fitted effect of over 80% in size
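Eu-cryptate anti-ADP/ADP-d2 competition gives a ratio inversely related to ADP. Enzyme at 25 nM was pre-exposed to compound for 10 min, then given 10 uM ATP for 30 min, 37°C throughout.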
GLP1R inv ag: inverse agonists of human GLP-1 receptor; AID 624417; actives 1.6% (n = 410,000); P43220; HEK293 GLP-1R CRE-luciferase, luminescence, 24 h; GLP-1R form is constitutively active; Potency, µM (highest dose often 38.3 µM), for inactives: top-dose activity change, negative = inhibition, most hits filed as inhibitors; also: potency is read from the fitted curve at half-maximal effect; % is scaled to controls: 0 for no effect and ±100 for the full control effect; nearly all actives have a fitted effect of over 55% in size
Target sequence (P43220 whole entry, looked up): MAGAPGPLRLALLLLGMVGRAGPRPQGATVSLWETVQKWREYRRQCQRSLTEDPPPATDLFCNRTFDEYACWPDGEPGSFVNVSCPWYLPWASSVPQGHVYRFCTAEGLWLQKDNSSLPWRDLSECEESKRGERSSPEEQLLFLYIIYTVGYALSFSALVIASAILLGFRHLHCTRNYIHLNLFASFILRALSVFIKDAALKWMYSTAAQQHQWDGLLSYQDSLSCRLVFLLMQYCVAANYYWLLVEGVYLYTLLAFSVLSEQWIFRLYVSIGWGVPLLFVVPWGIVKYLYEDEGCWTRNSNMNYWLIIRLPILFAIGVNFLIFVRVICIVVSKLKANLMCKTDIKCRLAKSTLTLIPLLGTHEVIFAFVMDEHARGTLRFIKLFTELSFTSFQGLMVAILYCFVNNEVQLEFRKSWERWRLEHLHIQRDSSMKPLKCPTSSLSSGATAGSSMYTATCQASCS
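Inverse agonism was detected as reduced cAMP-driven luciferase luminescence after 24 h compound treatment. The cells were HEK293 clones expressing constitutively active human GLP-1R with the reporter. Reporter-only and GPR119 cell lines served as counterscreen controls.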
pAkt inh: blocks phosphorylation of Akt. Neuro2A IGF-stimulated pAkt S473 HTRF, 20 min; stronger effect = lower value. activity change, % for hits at 50 µM. actives 0.32% (n = 360,000); in the data active = activity change below about -80%; inconclusive = mostly about -51% to -80%; also: % is scaled to controls: 0 for no effect and ±100 for the full control effect
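Neuro2A cells (4,500/well, DMEM with 0.5% FBS) were treated with compound at a single 50 µM final concentration, stimulated with 6 nM IGF for 20 min at 37 °C, and lysed. Phospho-Akt Ser473 was read by HTRF as 665/615 ratio ×10^4.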
PTHR1 agonist: PTHR1 (human) receptor agonism. actives 0.075% (n = 410,000). HEK293 GP2 PTHR1 cells, GloSensor cAMP luminescence, 1 h. Potency, µM (doses to about 115 µM), for the others: at the top dose activation, hits mostly activators; also: potency is read from the fitted curve at half-maximal effect; nearly all actives have a fitted effect of over 55% in size; some results filed as inactive show a strong effect at the top dose; inactives centre near -15; many of its hits are not listed in these tables
Target sequence (Q03431 whole entry, looked up): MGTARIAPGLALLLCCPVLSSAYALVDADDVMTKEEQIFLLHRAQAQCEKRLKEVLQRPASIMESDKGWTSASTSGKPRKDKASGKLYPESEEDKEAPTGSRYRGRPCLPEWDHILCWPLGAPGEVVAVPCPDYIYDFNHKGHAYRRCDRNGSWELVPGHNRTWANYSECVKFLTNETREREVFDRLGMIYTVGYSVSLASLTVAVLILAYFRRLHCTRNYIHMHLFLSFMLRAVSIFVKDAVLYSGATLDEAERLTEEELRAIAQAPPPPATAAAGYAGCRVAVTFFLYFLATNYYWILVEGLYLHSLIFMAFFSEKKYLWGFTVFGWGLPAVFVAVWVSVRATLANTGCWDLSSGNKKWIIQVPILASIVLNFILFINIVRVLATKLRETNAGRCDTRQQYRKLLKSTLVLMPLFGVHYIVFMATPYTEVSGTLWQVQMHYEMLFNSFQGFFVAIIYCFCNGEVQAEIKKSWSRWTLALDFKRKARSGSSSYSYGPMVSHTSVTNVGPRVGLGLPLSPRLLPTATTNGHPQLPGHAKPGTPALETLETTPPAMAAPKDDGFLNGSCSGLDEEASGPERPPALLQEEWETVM
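HEK-293-derived GP2 cells expressing PTHR1 and a GloSensor cAMP reporter, 3,000/well, plated overnight, given luciferin plus IBMX (each 0.5 mM as added) for 1 h at 37 °C, then compound for 1 h at 37 °C. Luminescence was read after 15 min at room temperature.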
Numbers without * were called inactive; i = inactive; ? = inconclusive; · = not tested or not shown; & = joins results of further samples; [ ] = remark or other dose. Unless noted, calls follow the shape of the dose curve; as a rule, active = well fitted curve in the direction sought with a large enough effect; inconclusive = small, poorly fitted or top-dose-only effect, or another doubt; inactive = no such curve, though single readings can be large; an effect the other way counts as inactive or inconclusive. An excerpt; rates above refer to the full screens.

Compound	TDP-43 yeast inh	FUS suppressor	aSyn yeast inh	Abeta rescue	GLP1R cytotox	Mm-Cpn inhibitor	GLP1R inv ag	pAkt inh	PTHR1 agonist
CCCc1cc(=O)[nH]c(Nc2ccc3c(c2)OCCO3)n1	-6%	6%	-11%	9%	0%	-1%	?	i	i
CC(C)c1cccc(C(C)C)c1NC(=O)CN1CCCC1	-2%	2%	5%	7%	2%	-2%	19%	i	i
COc1ccc(C2C(=O)N(C3CCCCC3)CC(=O)N2Cc2ccccc2Cl)cc1OC (stereo not drawn)	-18%	2%	·	-20%	17%	·	6%	·	9%
CC(C)CCNC(=O)CCc1nnc(COc2ccccc2)o1	-20%	16%	-3%	-15%	-4%	0%	0%	i	1%
CCn1c(/C=C/c2ccccc2C)nc2ccccc2c1=O	29%	1%	-2%	-30%	20%	-1%	?	i	i
CCOC(=O)c1cnc2c(c(C)nn2CC)c1Cl	9%[9.22 µM]	-8%	3%	-20%	-2%	0%	168%[activator]	i	i
CCNc1nc(NC(C)(C)C)nc(N2CCCCC2)n1	-21%[9.22 µM]	14%	-17%	-5%	-19%	0%	?	i	-5%
CCCC(=O)N1CCC1(C)C(=O)NS(=O)(=O)c1ccc(C)cc1 (stereo not drawn)	-9%	-16%	-3%	-15%	-11%	·	0%	i	?
CCOC(=O)c1c(CCl)nc2ccccc2c1C	22%	-21%	17%	-6%	-7%	-3%	7%	i	-6%
CC(C)(C)c1cc(N2CCOCC2)n2ncc(-c3ccccc3)c2n1	6%	-23%	10%	2%	23%	0%	-6%	i	-30%
CCOc1cccc(C(=O)Nc2ccccc2OC(F)F)c1	26%	-20%	-7%	-14%	9%	2%	-9%	i	-5%
COc1cccc(OCC(=O)NNC(=O)C(=O)Nc2cccc(C)c2)c1	6%	15%	-1%	7%	-6%	0%	4%	i	i
COc1ccc(/C=C/C(=O)NCCSCc2ccco2)cc1	?	21%	5%	2%	-9%	1%	2%	i	-4%
CCCC[C@@H]1CN=C(N)N1CCc1cccc(F)c1	-6%	-6%	-9%	-8%	14%	·	9%	i	12%
CN(CC(=O)Nc1ccccc1Cl)C(=O)c1cc(=O)[nH]c2ccccc12	-6%	-9%	3%	7%	-2%	-1%	2%	i	17%
COc1ccccc1-c1nn(-c2ccccc2)cc1C(=O)N1CCN(C(=O)c2ccco2)CC1	-17%	·	-3%	-5%	-8%	1%	-9%	i	i
CN1CCN(c2ccccc2NC(=O)c2ccc(-c3ccccc3)cc2)CC1	18%	7%	11%	14%	-16%	0%	?	i	i
CC(Sc1nncn1C)C(=O)Nc1ccccc1-c1ccccc1 (stereo not drawn)	-12%	8%	-5%	-17%	15%	2%	10%	i	i
COc1ccc(S(=O)(=O)Cc2ccc(C(=O)NC3CCCCC3)o2)cc1	16%&-7%	3%&38%	-8%	-26%	-1%&11%	2%	0%&7%	i	i
CCN(CC(=O)NCc1cccs1)C(=O)c1ccccc1Cl	-2%	-3%	4%	13%	9%[7.66 µM]	-1%	-2%[7.66 µM]	i	-3%
CCn1c(NCc2cccc(OC)c2OC)nc2ccccc21	-6%	-19%	-1%	7%	-9%	0%	2%	i	i
O=C(Nc1ccc(Cc2ccncc2)cc1)c1ccc(N2CCOCC2)c([N+](=O)[O-])c1	0%	11%	-1%	-19%	-12%	0%	3%	i	i
CSC1=C(C#N)C(c2ccncc2)C(C(=O)Nc2ccccc2)=C(C)N1 (stereo not drawn)	-8%	-2%	1%	0%	-2%	-3%	-14%	i	i
COc1ccc(/C=C2/C(=O)N(c3cccc(F)c3)N=C2C)c(OC)c1	-13%	-22%	-3%	7%	17%	-2%	6%	i	15%
O=C(COc1ccccc1[N+](=O)[O-])NCc1cccnc1	6%	-16%	-4%	-5%	-7%	?	0%	i	-20%
O=C(OCc1ccc2c(c1)OCO2)c1ccc(S(=O)(=O)N2CCCCC2)cc1	-4%	-12%	-15%	6%	0%	1%	2%	·	i
CS(=O)(=O)c1ncc(Cl)c(C(=O)Nc2c(C(=O)Nc3ccccc3)oc3ccccc23)n1	20%	22%	·	8%	-17%	·	8%	·	i
Cc1ccsc1/C=N/Nc1ccc(F)cc1F	21%	10%	?	0%	-6%	1%	?	i	-20%
CN(CCC1CCOCC1)C(=O)CC1C(=O)NCCN1CC1CCCCC1 (stereo not drawn)	-11%	9%	2%	-7%	2%	-1%	13%	i	i
C/C(=N/NC(=O)c1ccccc1)c1ccc(NC(=O)C(F)(F)F)cc1	-8%[9.22 µM]	11%	0%	-25%	-14%	1%	20%	i	-6%
CC(O)(C#CCN1CCOCC1)c1ccccc1 (stereo not drawn)	16%	30%	-1%	19%	9%	1%	12%	i	i
O=C(NCCc1ccccc1)C1c2ccccc2C(=O)N1C1CC1 (stereo not drawn)	-12%	1%	-5%	8%	-15%	-4%	0%	i	4%[57.5 µM]
Cc1ccc(-c2noc(-c3nnn(CC(=O)Nc4cccc(C(F)(F)F)c4)c3N)n2)cc1	?	-11%	·	-3%	3%	·	14%	·	-13%
O=C(CN(Cc1ccccc1)C(=O)CCC(=O)Nc1nccs1)NCc1ccc(F)cc1	-9%	19%	-4%	-7%	5%	-1%	-10%	i	-23%
O=C(O)c1cccc(Sc2ccc(Br)cc2C(=O)O)c1	13%	-12%	1%	1%	11%	2%	20%	i	-14%
CCC1CCC(NC2CCCCNC2=O)CC1 (stereo not drawn)	-12%	1%	6%	11%	5%	-1%	0%	·	-8%[57.5 µM]
O=C1NCCCC1C(=O)Nc1cccc(C(F)(F)F)c1 (stereo not drawn)	-17%	-9%	1%	0%	-11%	-1%	2%	-102%*	-9%[57.5 µM]
Cc1csc2nc(CNS(=O)(=O)N(C)C)cn12	0%	-2%	-4%	-12%	-14%	-1%	2%	i	i
Cc1cc(C(=O)NNC2CC(=O)N(c3ccc4ccccc4c3)C2=O)c(C)o1 (stereo not drawn)	-1%	27%	6%	0%	3%[0.307 µM]	4%	6%[0.307 µM]	i	i
CN(C)S(=O)(=O)c1ccc(Cl)c(NC(=O)COc2ccccc2[N+](=O)[O-])c1	18%	·	0%	-1%	17%	0%	6%	i	i
CN1CCN(S(=O)(=O)c2ccc(NC(=O)C3CCCO3)cc2)CC1 (stereo not drawn)	-20%	28%	4%	-3%	-13%	1%	32%[activator]	i	-15%[57.5 µM]
Cc1ccc(S(=O)(=O)Nc2ccc(C(=O)Nc3ccncc3)cc2)cc1	10%	·	-13%	-4%	0%	0%	?	i	-32%[inhibitor]
O=C(/C=C/Nc1ccc(F)c(Cl)c1)c1ccco1	?	17%	7%	20%	2%	-2%	-7%	i	-13%[57.5 µM]
CCCn1c(CCC(=O)Nc2cc(OC)cc(OC)c2)nc2cccnc21	5%	8%	·	-15%	6%	·	11%	·	i
CC(/C=C/c1ccccc1)=N/NC(=O)c1nc2nc(C)cc(C)n2n1	14%	-34%	-1%	-4%	4%	3%	5%	i	i
O=C(O)CC(CC(=O)Nc1ccc(F)c(Cl)c1)c1ccc(Cl)cc1Cl (stereo not drawn)	8%	4%	0%	6%	12%	0%	?	i	-15%
CCOC(=O)N1CCN(CC(=O)c2ccc3c(c2)CCN3C(C)=O)CC1	11%	14%	0%	-19%	-12%	-2%	5%	i	i
S=c1[nH]nc(-c2ccco2)n1/N=C/c1ccc(Cl)cc1Cl	?	19%	-8%	14%	?	1%	-1%	i	i
COc1ccc(S(=O)(=O)N(CC(=O)Nc2ccc(Br)cc2)Cc2ccccc2)cc1	-10%	-8%	·	-20%	-1%	·	-24%	·	i
O=C(CN1CCN(S(=O)(=O)c2cccc(Br)c2)CC1)N1CCCCC1	6%	-5%	-1%	11%	-15%	-1%	?	i	-11%

Next entries follow:
Compound	TDP-43 yeast inh	FUS suppressor	aSyn yeast inh	Abeta rescue	GLP1R cytotox	Mm-Cpn inhibitor	GLP1R inv ag	pAkt inh	PTHR1 agonist
Cc1ccc(-c2nc3cccc(C)n3c2Nc2ccc3c(c2)OCCO3)cc1	6%	38%	·	-29%	11%	·	?	·	i
O=C(CC1(O)C(=O)c2ccccc2C1=O)c1ccccc1	-11%	-2%	6%	-2%	-3%	1%	11%	i	0%
Brc1cccc(-c2nc3cccnc3nc2-c2cccc(Br)c2)c1	5%	-5%	-18%	1%	7%	0%	-12%	i	-39%[inhibitor]
COc1ccc(C2(C)NC(=O)N(CC(=O)c3cc(C)n(C4CC4)c3C)C2=O)cc1 (stereo not drawn)	-23%	24%	-3%	-10%	2%	1%	?	i	i
COc1c2c(c(C)c3c1C(=O)OC3)O[C@@]1(C)CC[C@@]3(O)C(C)(C)OC(=O)CC[C@]3(C)[C@H]1C2	3%	1%	-1%	-11%	-3%	0%	18%	i	i
Cc1c(NC(=O)CC(C)C)cccc1-c1nc2cccnc2s1	5%	-12%	·	-20%	-28%	·	0%	·	-83%[inhibitor]
CCC(=O)n1nc(NCc2ccccc2OC)nc1NCc1ccccc1OC	20%	9%	9%	?	-1%	1%	?	i	i
O=C1/C(=C\c2cccnc2)SC(=S)N1c1ccc(F)cc1	1%	0%	-9%	0%	10%	1%	9%	i	-5%
